# DUSP3 inh – VHR1 phosphatase inhibitors, primary screen, biochemical, colorimetric, HTS | Dual specificity protein phosphatase 3 (Homo sapiens), P51452 | 50,000 tested, 0.7% active | recombinant VHR phosphatase, colorimetric substrate read-out | inhibition, % at 20 µM; in the data active means inhibition above about 60%; further: some results filed as inactive read as strong as hits
# Target sequence (P51452 whole entry, looked up): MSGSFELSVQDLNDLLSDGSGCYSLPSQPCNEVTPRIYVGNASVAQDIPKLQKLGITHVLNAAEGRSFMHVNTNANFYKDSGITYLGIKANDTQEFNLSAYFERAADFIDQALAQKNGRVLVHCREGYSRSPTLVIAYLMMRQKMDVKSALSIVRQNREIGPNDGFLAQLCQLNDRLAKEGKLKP
# An asterisk follows results filed as active. These rows are one share of the data, so the mix of outcomes need not match the whole.
SMILES,DUSP3 inh
CCOc1cc(/C=N/NC(=O)c2ccccn2)ccc1OC(=O)c1ccc(F)cc1,-14.4
CC(C)(C)CC(C)(C)NC(=O)CSc1nc2ccccc2s1,17.5
N/C(=N\OS(=O)(=O)c1ccc([N+](=O)[O-])cc1)c1ccncc1,-8.8
O=C1NC(=O)N(Cc2ccccc2)C(=O)/C1=C/c1cccs1,-3.2
O=C1NC(=S)N/C1=C/c1ccc(-c2ccc(Cl)cc2)o1,-5.5
CSc1ccc(/C=N/S(=O)(=O)CCc2ccccc2)cc1,0.6
CNc1nc(Nc2ccccc2)nc(OCC(F)(F)F)n1,28.8
Cc1ccc2c(c1)N(C(=O)CN1C(=O)c3ccccc3C1=O)C(C)(C)c1ssc(=S)c1-2,-26.8
Clc1cccc(/C=N/N2CCN(Cc3cccc4ccccc34)CC2)c1Cl,1.3
O=C1N/C(=N\N=C\c2ccc(O)cc2)SC1c1ccccc1 (centres undefined),4.9
Cc1ccc(NC(=O)OCC2c3ccccc3-c3ccccc32)cc1,-18.7
CCOc1ccc(C(=O)Nc2cc(-c3nc4ccccc4[nH]3)ccc2C)cc1[N+](=O)[O-],28.1
O=C1/C(=C\c2ccc(-c3cccc([N+](=O)[O-])c3)o2)SC(=S)N1CCc1ccccc1,-18.1
COc1ccc(C(=O)Oc2cccc3cccnc23)cc1OC,49.2
CCOC(=O)C1=C(O)/C(=C/c2cc(OC)c(OC)c(OC)c2)SC1=Nc1ccc([N+](=O)[O-])cc1,8.3
Cc1cc(Cl)ccc1NS(=O)(=O)c1cccc([N+](=O)[O-])c1,-4.7
COC(=O)C1C(=O)CC(C)(O)C(C(=O)OC)C1c1ccc2c(c1)OCO2 (centres undefined),-23.8
COc1cccc(OCCOc2cccc(/C=C3/SC(=S)NC3=O)c2)c1,-6.7
O=C1C(=Cc2ccc(OCc3ccc(F)cc3)cc2)C(=O)c2ccccc21,-4.6
Cc1cccc(C)c1OCC(=O)Nc1cc(C(=O)O)cc(C(=O)O)c1,-11.9
CN1CCN(C(=O)CCCN2C(=O)/C(=C/c3cccs3)SC2=S)CC1,-9.2
Cn1c(COc2nnc(-c3ccccc3)c3ccccc23)nc2ccccc21,-11.9
Cc1ccc(OCC(=O)Nc2ccc3c(c2)OCO3)c(C)c1,1.2
COc1ccc(CNC(=O)COc2ccccc2)cc1,-5.7
CC(/C=N\NC(=O)Cn1nnc2ccccc21)=C/c1ccc(C(C)C)cc1,-5.0
Cc1ccc(NC(=O)c2c(NC(=O)c3ccccc3Cl)sc3c2CCCCC3)c(C)c1,-6.9
COc1ccc(C2/C(=C(/O)c3ccccc3)C(=O)C(=O)N2c2cccc(C)c2)c(OC)c1 (centres undefined),-35.0
COC(=O)C1=C(C)NC(=O)NC1c1ccc(C(C)C)cc1 (centres undefined),-31.8
O=C(CC(c1ccccc1)c1ccccc1)Nc1ncccc1Cl,15.9
COc1cc(/C=C2\C(=O)NC(=O)N(c3cc(C)cc(C)c3)C2=O)cc([N+](=O)[O-])c1O,0.8

# In the list so far, 8 contain a halogen.
SMILES,DUSP3 inh
CCOc1cc(/C=N/NC(=O)c2ccccn2)ccc1OC(=O)c1ccc(F)cc1,-14.4
O=C1NC(=S)N/C1=C/c1ccc(-c2ccc(Cl)cc2)o1,-5.5
CNc1nc(Nc2ccccc2)nc(OCC(F)(F)F)n1,28.8
Clc1cccc(/C=N/N2CCN(Cc3cccc4ccccc34)CC2)c1Cl,1.3
Cc1cc(Cl)ccc1NS(=O)(=O)c1cccc([N+](=O)[O-])c1,-4.7
O=C1C(=Cc2ccc(OCc3ccc(F)cc3)cc2)C(=O)c2ccccc21,-4.6
Cc1ccc(NC(=O)c2c(NC(=O)c3ccccc3Cl)sc3c2CCCCC3)c(C)c1,-6.9
O=C(CC(c1ccccc1)c1ccccc1)Nc1ncccc1Cl,15.9

# Next records follow:
SMILES,DUSP3 inh
O=C(CSCc1ccccc1)Nc1cccc2c1C(=O)N(c1ccccc1)C2=O,10.9
COc1ccc2c(c1)CC/C(=C\c1cccc(F)c1)C2=O,-13.9
COc1cc(N/N=C/c2cc(Br)ccc2O)ncn1,-37.8
COc1ccc2c(c1)-c1c(ssc1=S)C(C)(C)N2C(=O)C(C)N1C(=O)c2ccccc2C1=O (centres undefined),-35.8
CCOc1ccccc1NC(=O)c1ccc(C)c([N+](=O)[O-])c1,-15.6
O=C(CCCN1C(=O)/C(=C\c2cccs2)SC1=S)Nc1ccccc1O,-8.9
O=C(c1cc2n(n1)C(C(F)(F)F)CC(c1ccc(F)cc1)N2)N1CCCC1 (centres undefined),1.5
Fc1c(F)c(C(F)(F)F)c(F)c(F)c1N1CCN(c2ccc3nnc(C(F)(F)F)n3n2)CC1,-12.2
O=C(CN(Cc1ccccc1)Oc1ccccc1)N/N=C/c1ccc(Cl)c(Cl)c1,-14.2
Cc1cccc(OCCCn2ccnc2)c1,-4.4
O=C(Nc1cccc(Cl)c1)OCc1ccccc1F,-9.0
CCOC(=O)C1=C(C)N=c2s/c(=C/c3cc(Br)cc(OC)c3O)c(=O)n2C1c1cccs1 (centres undefined),2.0
O=C(/C(=C/c1ccccc1[N+](=O)[O-])c1nc2ccccc2[nH]1)c1ccccc1,-3.0
Cc1cc(N(CCO)CCO)nc(-n2nc(C)cc2C)n1,-2.8
Cc1ccc(NC(=O)COc2ccc(C(C)(C)C)cc2)c([N+](=O)[O-])c1,0.7
CCOC(=O)C(=CNc1ccc(Cl)cc1C)C(=O)OCC,-0.9
COc1ccc(NC(=O)C(=O)NCCO)cc1Cl,-24.7
COc1ccc(Cl)cc1NC(=O)C1=C(C)NC(=S)NC1c1ccccc1F (centres undefined),9.9
CCN(CC)CCCCOc1cc(C)ccc1Cl,-17.5
COC(=O)C1=NN(C(=O)c2ccc([N+](=O)[O-])cc2)C(O)(c2ccccc2)C1 (centres undefined),20.3
C#CCOc1nc(Nc2ccc([N+](=O)[O-])cc2)nc(OCC#C)n1,-7.8
Cc1cc2[nH]c(=O)c(CCO)c(C)n2n1,13.3
CC(C)P(=O)(c1cccc(C(=O)O)c1)C(C)C,-30.2
COc1ccc(Br)cc1CN1CCN(Cc2ccccn2)CC1,-4.9
N#Cc1c(-c2ccc(Br)cc2)cc(-c2ccc3c(c2)OCO3)c(C#N)c1N,8.8
CCC1CCCCN1S(=O)(=O)c1ccc(Cl)c([N+](=O)[O-])c1 (centres undefined),-7.8
CC(=O)CC(c1ccccc1)S(=O)(=O)c1cccc(C)c1 (centres undefined),-75.9
COc1ccc(N(CC(=O)NC2CCCCC2)S(=O)(=O)c2ccccc2)cc1Cl,-9.4
COc1ccc(C(=O)NC2=NCCS2)cc1OC,-3.9
COc1ccc(CO/N=C(/N)c2nonc2N)cc1[N+](=O)[O-],11.6
O=C(CSc1nnc(-c2cccc(F)c2)n1-c1ccccc1)NC(c1ccccc1)c1ccccc1,-0.9
CCOc1ccc(/C=C\C(C)=N\O)cc1,8.9
O=C(Nc1ccccc1)/C(=C\c1cccc(Br)c1)NC(=O)c1ccccc1,-8.9
O=C(CCc1ccccc1)Nc1ccccc1Br,-14.9
CCc1cc(C=C(Cl)Cl)oc(=O)c1C,-14.6
c1cc(CN2CCN(C3C4CC5CC(C4)CC3C5)CC2)ccn1 (centres undefined),-7.6
O=S(=O)(Nc1cccc(C(F)(F)F)c1)c1cccs1,-9.6
CCOC(=O)C1=C(C)N=c2s/c(=C/c3ccccn3)c(=O)n2C1c1ccccc1Cl (centres undefined),2.4
C=C(C)C(=O)Nc1cccc(C(=O)c2cccc(NC(=O)C(=C)C)c2)c1,-13.0
COc1cc(NS(=O)(=O)c2ccc(NC(=O)c3cccc(C)c3)cc2)ncn1,-13.0
Cc1ccc(-c2nc3ccccc3o2)cc1NC(=O)c1cccc(Br)c1,-27.7
O=C1C(C=NCc2ccc(Cl)c(Cl)c2)=C(O)c2ccccc21,-16.7
C=CCNC(=S)Nc1ccc(NC(C)=O)cc1,-14.9
CC/C(=C/c1ccc(O)c(OC)c1)[N+](=O)[O-],-26.8
COc1ccc(O)c(CN2CCN(Cc3ccc(Cl)cc3)CC2)c1,-9.6
CCOC(=O)/C=C(/C)Nc1c(C)n(C)n(-c2ccccc2)c1=O,8.2
CCOc1cc(C(=O)N2c3ccc(F)cc3CCC2C)cc(OCC)c1OCC (centres undefined),-8.8
Cc1ccccc1C(=O)Nc1cc(C(N)=O)cc(C(N)=O)c1,5.3
CC1=C(C(=O)Nc2ccccc2)C(c2ccccc2F)NC(=O)N1 (centres undefined),-0.5
CCCc1cc(=O)oc2cc(OC(C)C(C)=O)ccc12 (centres undefined),11.3
O=C(Nc1ccc(OC(F)(F)F)cc1)c1cccnc1,4.5
O=C(Nc1cc(C(F)(F)F)ccc1Cl)c1nn2c(c1Br)NC(c1ccccc1)CC2C(F)(F)F (centres undefined),-9.9
C(=N\N(c1ccccc1)c1ccccc1)/c1ccccc1,-12.3
Cc1ccc2c(c1)-c1c(ssc1=S)C(C)(C)N2C(=O)COc1nc2ccccc2s1,-56.2
CC(=O)Oc1ccccc1/C=C1\C=C(c2ccc(Br)cc2)OC1=O,-5.3
COc1ccc(C(=O)CN2C3=NCCN3c3ccccc32)cc1OC,-1.4
C=CCN1C(=O)CSC1=Nc1ccc(C(=O)O)cc1,-2.1
O=c1oc2cc(OCc3ccc([N+](=O)[O-])cc3)ccc2c2c1CCCC2,6.1
COc1cccc(-c2nc(-c3ccc4c(c3)-c3ccccc3S4(=O)=O)c(-c3ccccc3)[nH]2)c1OC,-13.7
CCOc1ccc(C(=O)Nc2ccccc2C(F)(F)F)cc1,-4.3

# More entries
SMILES,DUSP3 inh
CCN1C(=O)/C(=C/C2CC=CCC2)SC1=S (centres undefined),-14.3
COc1cc(OC)cc(-c2nc3ccc(C)cc3c(=O)o2)c1,-7.3
COC(=O)C1=C(C)Nc2cc(C(F)(F)F)ccc2S1,13.5
COc1ccc(CCNC(=O)c2ccccc2F)cc1OC,-13.0
CCCCCSc1nnc2c(n1)[nH]c1ccc(C)cc12,-8.4
Cc1cc(Oc2ccc([N+](=O)[O-])cc2)nc(-n2nc(C)cc2C)n1,5.5
COc1ccc(-c2noc(-c3cccc(OC)c3)n2)cc1,-54.3
COC(=O)CNC(=O)CN(c1ccc(OC)cc1OC)S(=O)(=O)c1ccccc1,-9.8
O=[N+]([O-])c1ccccc1-c1ccc(/C=N/n2cnnc2)o1,11.1
O=C(O)CN1C(=O)/C(=C\c2ccc(-c3cccc4c3C(=O)c3ccccc3C4=O)o2)SC1=S,18.6
Cc1ccc(-c2nnc(-c3cccnc3)o2)cc1,-30.4
O=C(Nc1ccc2c(c1)OCCO2)c1ccccc1[N+](=O)[O-],8.1
O=C(Nc1ccccc1C(=O)N=Nc1c(O)[nH]c2ccccc12)c1ccccc1,-3.0
COC(=O)C1=C(C)NC2=C(C(=O)c3ccccc32)C1c1ccc(OCc2ccccc2Cl)c(Cl)c1 (centres undefined),1.2
CC1CN(C2CCCCC2)CCC1(O)c1ccccc1 (centres undefined),-8.9
Nc1cc(Cl)c(S(=O)(=O)Nc2ccccc2)cc1S(=O)(=O)Nc1ccccc1,-41.9
COc1ccc(C2CC(=O)C3=C(C2)Nc2ccccc2NC3c2ccc([N+](=O)[O-])cc2)cc1 (centres undefined),-4.0
COc1ccc(/C=C2\SC(=S)N(NC(=O)c3ccccc3)C2=O)cc1OC,-90.9
O=C(/C=C/c1ccccc1F)c1c(-c2ccccc2)c2ccccc2[nH]c1=O,31.3
COc1ccc(C2/C(=C(/O)c3ccccc3)C(=O)C(=O)N2c2cc(C(C)(C)C)on2)cc1OC (centres undefined),-3.0
CC(=O)NC1=NC(=O)/C(=C/c2cc(C)n(-c3ccc4c(c3)OCO4)c2C)S1,-0.5
COc1cc(/C=C2/SC(=S)N(Cc3ccccc3)C2=O)ccc1OS(=O)(=O)c1ccccc1,3.4
COc1ccc(-c2nc3ccccc3c(C(=O)Nc3ccc(C(C)=O)cc3)c2C)cc1,22.1
O=C1c2ccccc2C(=O)N1/N=C/c1ccc(O)cc1O,-15.4
O=C(COc1ccc(Cl)cc1)N1CCN(C(=O)c2cccs2)CC1,-2.1
COc1ccc(N=C(C)C2=C(O)CSC2=O)cc1,-9.2
O=C(NCC1CCN(C(=O)c2ccc(F)cc2)CC1)c1ccc(F)cc1,-64.3
Nc1ccc(C(=O)c2ccc(N)c(N)c2)cc1N,7.5
CC1(c2ccccc2)CC(C)(C)N(C(=O)CSc2nnc(N)s2)c2ccccc21 (centres undefined),-13.0
COc1ccc(/C=C2/SC(=Nc3ccc(O)cc3)NC2=O)cc1,19.2

# Of the compounds above, 4 have a COOH group.
SMILES,DUSP3 inh
Cc1cccc(C)c1OCC(=O)Nc1cc(C(=O)O)cc(C(=O)O)c1,-11.9
CC(C)P(=O)(c1cccc(C(=O)O)c1)C(C)C,-30.2
C=CCN1C(=O)CSC1=Nc1ccc(C(=O)O)cc1,-2.1
O=C(O)CN1C(=O)/C(=C\c2ccc(-c3cccc4c3C(=O)c3ccccc3C4=O)o2)SC1=S,18.6

# The list continues.
SMILES,DUSP3 inh
CCCOC(=O)c1cccc(NC(=O)COc2ccc(Br)cc2)c1,-9.1
Cc1c(NC(=O)c2cc(-c3ccc(Br)cc3)nc3ccccc23)c(=O)n(-c2ccccc2)n1C,-2.2
Cn1c(=O)n(C)c2cc(/C=C3/C(=O)NN(c4ccccc4)C3=O)ccc21,-19.3
COc1ccc2c(c1C)CCC/C2=N\OC(=O)c1cc(OC)c(OC)c(OC)c1,-16.7
Cc1ccc(C(=O)N/C(=C/c2ccco2)c2nc3ccccc3[nH]2)cc1,8.7
O=C(Nc1ccc(Cl)cc1)c1ccc(I)cc1,-3.1
Cc1ccccc1Oc1nc2ccccc2n2cnnc12,1.0
O=C(NNS(=O)(=O)c1ccc(Br)cc1)c1cccs1,-8.9
COc1ccc(-c2ccc(/C=C3/SC(NC(C)=O)=NC3=O)o2)c([N+](=O)[O-])c1,2.8
COc1ccc(CCNC(=O)Cc2ccc(Cl)cc2)cc1OC,-0.9
COc1ccc(CNc2nccs2)cc1,-5.5
O=C(O)CCC(=O)Nc1ccc(NC(=O)c2ccccc2)c(Cl)c1,-8.4
CCCOc1ccc(C(=O)Nc2ccc(O)c(-c3nc4cc(C)c(C)cc4o3)c2)cc1,-4.8
Cc1ccc([N+](=O)[O-])cc1NC(=O)c1c(-c2ccccc2)noc1C,-20.4
Cc1ccc(NC(=O)c2ccc(I)cc2)cc1Cl,-2.0
Cc1ccc(C(=O)Oc2ccc(NS(=O)(=O)c3cccc([N+](=O)[O-])c3)cc2)cc1,-6.1
